MmCpn inh: Inhibitors of TCP-1 ring complex (TRiC) of Methanococcus maripaludis (MmCpn): qHTS; Chaperonin Mm-Cpn (Methanococcus maripaludis); purified Mm-Cpn ATPase, ADP Transcreener TR-FRET; Potency, µM (highest dose often 76.9 µM), for the others: at the highest dose activity, negative = inhibition, usual class: inhibitors; 0.031% of 330,000 active; AID 504842, 2011; also: potency is read from the fitted curve at half-maximal effect; % is scaled to controls: 0 for no effect and ±100 for the full control effect; nearly all actives have a fitted effect of over 80% in size
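Purified archaeal Mm-CPN (25nM final) preincubated 10 min at 37degC with compound, then 10uM ATP for 30 min at 37degC; ADP measured by HTRF Transcreener TR-FRET; buffer 30 mM TRIS pH 7.4, 100mM KCl, 5mM MgCl2, 1mM DTT.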
pAkt inh: HTS Assay for Inhibitors of Akt Phophorylation: Primary Screen; 0.32% of 360,000 active; activity change, % for hits at 50 µM; Neuro2A IGF-stimulated pAkt S473 HTRF, 20 min; hits give low values; in the data active = activity change below about -80%; inconclusive = mostly about -51% to -80%; also: % is scaled to controls: 0 for no effect and ±100 for the full control effect
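Neuro2A cells (4,500/well, DMEM with 0.5% FBS) were treated with compound at a single 50 µM final concentration, stimulated with 6 nM IGF for 20 min at 37 °C, and lysed. Phospho-Akt Ser473 was read by HTRF as 665/615 ratio ×10^4.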
Nrf2 ARE act: qHTS of Nrf2 Activators. 0.31% of 410,000 active. Potency, µM (highest dose often 46.1 µM), inactives show at the highest dose activation, most hits filed as activators. AREc32 ARE-luciferase reporter (MCF7-derived line), luminescence, 24 h. AID 624171, 2012; also: potency is read from the fitted curve at half-maximal effect; % of control where 0% means no effect; nearly all actives have a fitted effect of over 65% in size
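Reporter line AREc32 (ARE-Fluc), seeded overnight in OPTI-MEM with 5% FBS; compound pin-transferred, 24 hr at 37 deg C, 5% CO2; luminescent read-out.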
TGFb SMAD3 inh: qHTS for Inhibitors of TGF-b; AID 588855, 2011; Potency, µM (titrated, usually from 46.1 µM), inactives show at the highest dose activity, negative = inhibition, usual class: inhibitors; HepG2 CAGA-GFP TGF-b/SMAD3 reporter, GFP fluorescence, 18 h; TGF-beta stimulated, 500 pg/mL final; 1.2% of 410,000 active; also: potency is read from the fitted curve at half-maximal effect; % is scaled to controls: 0 for no effect and ±100 for the full control effect; nearly all actives have a fitted effect of over 65% in size
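HEPG2 CAGA-GFP, 1000 cells/well; 2 h settle, 37 C; cpd via pin tool; TGF-b 500 pg/mL final; 18 h, 37 C; GFP imaging ex488/em500-530; %Activity normalised to -TGF-b and +DMSO controls; CRC fit, curve class.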
A549 viability: Nrf2 qHTS screen for inhibitors: counterscreen for cytotoxicity | AID 504648, 2011 | 0.16% of 390,000 active | A549 ARE-Fluc cells, CellTiter-Fluor viability, 18-24 h | Potency, µM (titrated, usually from 46 µM), for the others: at the top dose activity change, negative = cytotoxicity, actives largely listed as inhibitors; also: potency is read from the fitted curve at half-maximal effect; % is scaled to controls: 0 for no effect and ±100 for the full control effect
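A549 ARE_Fluc cells in 5% FBS OPTI-MEM were exposed to compounds in concentration-response for 18-24 h at 37 deg C. Viability was read by CellTiter-Fluor fluorescence (Ex 405/Em 525) after 30 min, before the luciferase read.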
Nrf2 block: Nrf2 qHTS screen for inhibitors; Potency, µM (top dose mostly 46 µM), inactives show at the top dose activity change, negative = inhibition, actives largely listed as inhibitors; A549 ARE-Fluc reporter, luciferase luminescence, 18-24 h; 2.1% of 360,000 active; also: potency is read from the fitted curve at half-maximal effect; % is scaled to controls: 0 for no effect and ±100 for the full control effect; nearly all actives have a fitted effect of over 60% in size
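Nrf2 function is reported as luminescence of an ARE-controlled luciferase in A549 cells. Compounds were tested at several concentrations, and a CellTiter-Fluor read on the same wells flagged cytotoxicity.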
CCT modulator: High-Throughput Screening for Modulators of Cytosolic Chaperonin Activity; purified chaperonin ATPase assay, HTRF ADP detection, 30 min; activity change, % (no concentration beside the values), hits read low; 0.3% of 360,000 active; in the data active = activity change below about -30%; also: % is scaled to controls: 0 for no effect and ±100 for the full control effect
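First, chaperonin was dispensed at 40 nM or 20 nM final depending on batch activity. Next, compounds were pinned at 76 uM and ATP added at 10 uM. After 30 min at 37 °C, ADP detection reagents ran 30 min at ambient temperature.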
HepG2 tox: qHTS for Inhibitors of TGF-b: Cytotox Counterscreen; HepG2 CAGA-GFP viability, ATP luminescence, 18 h; Potency, µM (doses to about 46.1 µM), for the others: at the top dose activity change, negative = cytotoxicity, usual class: cytotoxic; 0.76% of 410,000 active; AID 588856, 2011; also: potency is read from the fitted curve at half-maximal effect; some results filed as inactive show a strong effect at the top dose
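HepG2 CAGA-GFP cells (1000/well, DMEM with 1% FBS) received compound, then TGF-beta at 500 pg/mL final, and were incubated 18 hours at 37 degrees C. Viability was read by CellTiter-Glo luminescence. Media-only wells were set as complete cell-killing and DMSO as no toxicity.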
Abeta yeast res: qHTS for compounds that reverse cellular toxicity of Amyloid beta (A-beta) peptide in yeast: Primary Screen; yeast expressing A-beta42, growth rescue, OD600, 48 h; response scale: 0% DMSO, 100% iron-clioquinol control; 0.063% of 410,000 active; Potency, µM (top dose mostly 46.1 µM), inactives show at the highest dose growth rescue, usual class: activators; AID 1347071, 2019; also: potency is read from the fitted curve at half-maximal effect; nearly all actives have a fitted effect of over 55% in size
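Growth rescue measured by 600 nm absorbance after 48 h yeast culture at 30 C with compound. Values normalized between DMSO and an equimolar ferric chloride plus clioquinol control.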
Starred values were filed as active, the others as inactive; & = joins results of further samples; [ ] = dose if it differs, or a comment. Unless noted, calls follow the shape of the dose curve; as a rule, active = well fitted curve in the direction sought with a large enough effect; inconclusive = small, poorly fitted or top-dose-only effect, or another doubt; inactive = no such curve, though single readings can be large; an effect the other way counts as inactive or inconclusive.

`O=C(CSc1nc(N2CCOCC2)nc(N2CCOCC2)n1)Nc1ccc(Cl)cc1Cl` gave MmCpn inh -2%, pAkt inh inactive, Nrf2 ARE act 0.1%, TGFb SMAD3 inh -2%, A549 viability -10%, Nrf2 block -3%, CCT modulator -1.1, HepG2 tox 21% and Abeta yeast res -5%.
For C#CCOCCOCCOCCNc1nc(N2CCN(C(=O)CCCCCCCCCCNC(=O)[C@H](CCCCN)n3cc(C[C@@H](C)CC)nn3)CC2)nc(N2CCN(C(=O)CCCCCCCCCCNC(=O)[C@H](CCCN=C(N)N)n3cc(C[C@@H](C)CC)nn3)CC2)n1 the results were MmCpn inh -12%, pAkt inh inactive, Nrf2 ARE act -3.8%, TGFb SMAD3 inh 13µM*, A549 viability inconclusive, Nrf2 block inconclusive, CCT modulator 1.6, HepG2 tox 16µM* and Abeta yeast res -77%[inhibitor].
`O=C(Nc1ccc(Cl)cc1)N(Cc1cccnc1)Cc1ccco1` gave MmCpn inh -1%, pAkt inh inactive, Nrf2 ARE act 2.1%, TGFb SMAD3 inh 1%, A549 viability -3%, Nrf2 block inconclusive, CCT modulator -3.7, HepG2 tox -7% and Abeta yeast res 13%.
For Cc1nnc(C)n1/N=C/c1cc2ccccc2nc1Cl the results were MmCpn inh 1%, pAkt inh inactive, Nrf2 ARE act 1.6%, TGFb SMAD3 inh 16%, A549 viability -3%, Nrf2 block inconclusive, CCT modulator -3.7, HepG2 tox 4% and Abeta yeast res -25%.
Screening CC1(C)CNC(=O)c2sc(NC(=O)CN3CCOCC3)nc2C1 returned MmCpn inh -1%, pAkt inh inconclusive, Nrf2 ARE act -0.2%, TGFb SMAD3 inh -12%, A549 viability -2%, Nrf2 block 3%, CCT modulator 0.4, HepG2 tox 4% and Abeta yeast res 15%.
CC(C)C#Cc1ccc2c(c1)O[C@@H](CN(C)S(=O)(=O)c1cn(C)cn1)[C@@H](C)CN([C@H](C)CO)S2(=O)=O was read as pAkt inh inactive, Nrf2 ARE act 3.9%, TGFb SMAD3 inh 1%, CCT modulator 0.0, HepG2 tox -15% and Abeta yeast res 13%.
For COc1ccc(NS(=O)(=O)c2cc(NC(=O)/C=C/c3cc(OC)ccc3OC)ccc2N2CCCCC2)cc1 the results were MmCpn inh -9%, pAkt inh inactive, Nrf2 ARE act -0.6%, TGFb SMAD3 inh -12%, A549 viability -4%, Nrf2 block -7%, CCT modulator 0.8, HepG2 tox 3% and Abeta yeast res -9%.
`CCCCC1=CC2=C(c3ccco3)C(=O)C(C)(OC(=O)c3ccc(OC)cc3)C(=O)C2=CN1Cc1ccco1` (stereo not drawn) gave MmCpn inh -1%, pAkt inh inactive, Nrf2 ARE act -0.1%, TGFb SMAD3 inh -26%, A549 viability -13%, Nrf2 block -23%, CCT modulator -0.9, HepG2 tox 3% and Abeta yeast res 7%.
`Cc1nc(CS(=O)(=O)c2ccc(Cl)cc2)sc1C(=O)O` gave MmCpn inh -1%, pAkt inh inactive, Nrf2 ARE act -2.1%, TGFb SMAD3 inh 1%, A549 viability -4%, Nrf2 block 10%, CCT modulator -3.6, HepG2 tox -1% and Abeta yeast res -1%.
`CCc1ccc(C(O)c2ncc(-c3ccc(C)cc3)[nH]2)cc1` (stereo not drawn) gave pAkt inh inactive, Nrf2 ARE act 7.5%, TGFb SMAD3 inh -16%, CCT modulator 0.1, HepG2 tox -20% and Abeta yeast res -5%.
CC(C)(C)N(CC(=O)NC1CCCCC1)C(=O)CS(=O)CC(=O)Nc1ccc(F)cc1 (stereo not drawn) was read as MmCpn inh -2%, pAkt inh inactive, Nrf2 ARE act 0.1%, TGFb SMAD3 inh -20%, A549 viability -8%, Nrf2 block inconclusive, CCT modulator 0.0, HepG2 tox -27% and Abeta yeast res -7%.
Screening CCOc1ccc(CCNC(=O)c2cn(-c3ccc(OC)cc3)c(=O)c3ccccc23)cc1OCC returned Nrf2 ARE act 0.8%, TGFb SMAD3 inh -24%, A549 viability -18%, Nrf2 block 3%, HepG2 tox -10% and Abeta yeast res -38%.
For CCCCN1C(=O)CCC(C(=O)O)C1c1ccccc1 (stereo not drawn) the results were MmCpn inh 0%, pAkt inh inactive, Nrf2 ARE act 0.1%, TGFb SMAD3 inh -9%, A549 viability 2%, Nrf2 block 9%, CCT modulator -1.7, HepG2 tox 7% and Abeta yeast res 6%.
`COc1cc2c(OC(C)=O)c3c(c(-c4ccc5c(c4)OCO5)c2cc1OC)C(=O)OC3` gave pAkt inh inactive, Nrf2 ARE act 17%, TGFb SMAD3 inh 22%&3%, A549 viability inconclusive, Nrf2 block inconclusive, CCT modulator 0.1, HepG2 tox -22%&-45% and Abeta yeast res 2%.
`CN1CCN(NC(=O)Nc2cccc(F)c2)CC1` gave MmCpn inh -1%, pAkt inh inactive, Nrf2 ARE act -0.4%, TGFb SMAD3 inh 3%, A549 viability -7%, Nrf2 block 14%, CCT modulator -1.1, HepG2 tox -2% and Abeta yeast res -5%.
Screening CCOc1ccc(NC(=O)COc2ccc(S(=O)(=O)NC3CCCCC3)cc2)cc1 returned Nrf2 ARE act 5.2%, TGFb SMAD3 inh -25%, A549 viability -16%, Nrf2 block inconclusive, HepG2 tox -6% and Abeta yeast res -6%.
For COCCCNCCCOc1ccc(Cl)cc1Br the results were MmCpn inh 0%, Nrf2 ARE act 0.3%, TGFb SMAD3 inh 1%, A549 viability 7%, Nrf2 block 13%, CCT modulator -3.5, HepG2 tox -36% and Abeta yeast res 3%.
Screening CCOC(=O)C1(Cc2ccccc2C)CCCN(Cc2cn(C)nc2C)C1 (stereo not drawn) returned MmCpn inh 4%, pAkt inh inactive, Nrf2 ARE act -0.5%, TGFb SMAD3 inh -9%, A549 viability -7%, Nrf2 block -2%, CCT modulator -2.3, HepG2 tox -19% and Abeta yeast res 13%.
`COc1ccc(C)cc1NC(=O)CN1C(=O)c2ccccc2S1(=O)=O` gave MmCpn inh 0%, pAkt inh inactive, Nrf2 ARE act -0.7%, TGFb SMAD3 inh -11%, A549 viability 7%, Nrf2 block 10%, CCT modulator -2.0, HepG2 tox -4% and Abeta yeast res 2%.
For O=C(NCc1cccc(F)c1)c1ccc2nc(N3CCOCC3)sc2c1 the results were MmCpn inh -8%, pAkt inh inactive, Nrf2 ARE act -1.1%, TGFb SMAD3 inh inconclusive, A549 viability -9%, Nrf2 block -18%, CCT modulator -2.1, HepG2 tox 0% and Abeta yeast res -15%.
Screening O=C(Nc1ccccc1)NC1CS(=O)(=O)CC1O (stereo not drawn) returned MmCpn inh -1%, pAkt inh inactive, Nrf2 ARE act -0.3%, TGFb SMAD3 inh 22%, A549 viability -3%, Nrf2 block 2%, CCT modulator -2.5, HepG2 tox -9% and Abeta yeast res 0%.
COc1ccc(/C=C2\C(=O)NC(=O)c3ccccc32)cc1OC was read as pAkt inh inactive, Nrf2 ARE act -0.9%, TGFb SMAD3 inh -6%, A549 viability inconclusive, Nrf2 block inconclusive, CCT modulator 2.1, HepG2 tox -3% and Abeta yeast res -25%.
`Cn1ncc(Cl)c1C(=O)N1CCN(c2ccc(Cl)c(Cl)c2)CC1` gave MmCpn inh -1%, pAkt inh inactive, Nrf2 ARE act -0.4%, TGFb SMAD3 inh -24%, A549 viability -4%, Nrf2 block inconclusive, CCT modulator 0.3, HepG2 tox -21% and Abeta yeast res 22%.
`O=[N+]([O-])c1ccccc1S(=O)(=O)Nc1cccc2cccnc12` gave MmCpn inh -1%, pAkt inh inactive, Nrf2 ARE act inconclusive, TGFb SMAD3 inh 6.3µM*, A549 viability inconclusive, Nrf2 block 12µM*, CCT modulator -0.9, HepG2 tox -26%&-33%&-61% and Abeta yeast res 36%.
For Cc1ccc(C(=O)NNC(=O)Cc2nc3nc(C)cc(C)n3n2)cc1 the results were MmCpn inh -3%, Nrf2 ARE act -0.5%, TGFb SMAD3 inh -6%, A549 viability 8%, Nrf2 block 4%, CCT modulator -1.2, HepG2 tox -1% and Abeta yeast res -3%.
For O=C1CC(N2CCN(S(=O)(=O)c3ccccc3)CC2)C(=O)N1c1ccccc1 (stereo not drawn) the results were MmCpn inh 0%, pAkt inh inactive, Nrf2 ARE act -0.6%, TGFb SMAD3 inh 5%, A549 viability -3%, Nrf2 block 12%, CCT modulator 0.8, HepG2 tox 15% and Abeta yeast res 7%.

Entries above that contain two or more sulfur atoms:
CC(C)C#Cc1ccc2c(c1)O[C@@H](CN(C)S(=O)(=O)c1cn(C)cn1)[C@@H](C)CN([C@H](C)CO)S2(=O)=O was read as pAkt inh inactive, Nrf2 ARE act 3.9%, TGFb SMAD3 inh 1%, CCT modulator 0.0, HepG2 tox -15% and Abeta yeast res 13%.
`Cc1nc(CS(=O)(=O)c2ccc(Cl)cc2)sc1C(=O)O` gave MmCpn inh -1%, pAkt inh inactive, Nrf2 ARE act -2.1%, TGFb SMAD3 inh 1%, A549 viability -4%, Nrf2 block 10%, CCT modulator -3.6, HepG2 tox -1% and Abeta yeast res -1%.

Compound activity as filed in PubChem.

Compounds were not picked by outcome, and some 4.3% of all compounds hit somewhere here.
